Bioassay records from PubChem.
Glyco luc inh = increase of ERlucT glycosylation luciferase signal, primary screen, N-linked glycosylation inhibitor project, D54 ERlucT cells, luminescence, set 2; D54 ERlucT glycosylation luciferase reporter, 24 h; percent of 100 nM tunicamycin response; reporter increase, % at 12.5 µM; 0.23% of 360,000 active; AID 588692, 2011;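 active = mean luciferase reporter signal, scaled so untreated is 0 and the glycosylation-blocking control 100, at or above a set limit in every replicate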;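 also: luciferase carries N-glycosylation sites so blocking glycosylation raises the light; 0% = median of neutral control wells and 100% = median of 100 nM tunicamycin wells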
PDI inh = inhibitors of human PDI, primary screen, biochemical, turbidity, single point, plate reader | Protein disulfide-isomerase (Homo sapiens), P07237 | PDI insulin aggregation turbidity, A650, 90 min | inhibition, % at 10 µM | 0.052% of 350,000 active | AID 588391, 2011;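 active = mean inhibition across replicates of 30% or more, whatever share of single replicates reach that level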;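 also: absorbance from insulin aggregation driven by PDI reduction with DTT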
H9c2 protect = cardioprotection against H2O2-induced cell death, primary screen, uHTS, H9c2 cells, ATPLite luminescence; H9c2 cardiomyocytes, H2O2 injury protection, 2 h; protection from H2O2 cell death, % at 20 µM; 0.63% of 360,000 active; AID 588492, 2011;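 active = compounds giving at least 50% protection of heart cells from peroxide-induced death in the single-dose screen, raw or plate-pattern-corrected value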;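 also: 0% = DMSO wells with peroxide and 100% = DMSO wells without peroxide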
ABCB6 inh 2 = ABCB6 transporter inhibitors, primary screen, K562-ABCB6 cells, flow cytometry, MLPCN library. ATP-binding cassette sub-family B member 6 (Homo sapiens), Q9NP58. K562-ABCB6 porphyrin accumulation, 1 h; stronger effect = lower value. fluorescence ratio to DMSO, % at 10 µM. 0.19% of 360,000 active;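 active = fluorescence ratio to DMSO below 75%, the collection mean minus 3 SD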;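 also: signal is porphyrin accumulated inside mitochondria; 100% equals median channel fluorescence of DMSO control wells; lower ratio means ABCB6 inhibition with less porphyrin fluorescence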
ABHD5-PLIN5 inh = ABHD5-PLIN5 interaction inhibitors, primary screen, cell lysate, split luciferase complementation, luminescence; Perilipin-5 (Homo sapiens) + 1-acylglycerol-3-phosphate O-acyltransferase ABHD5 (Homo …; Split G. princeps luciferase complementation, 4 h; inhibition, % at 4 µM; 0.78% of 360,000 active; AID 602281, 2012;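 active = inhibition above the mean inhibition across every tested compound plus 3 SD, cut at about 22% in these data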;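 also: 0% = DMSO only wells and the 100% control is not disclosed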
Target sequence (Q00G26 whole entry, looked up): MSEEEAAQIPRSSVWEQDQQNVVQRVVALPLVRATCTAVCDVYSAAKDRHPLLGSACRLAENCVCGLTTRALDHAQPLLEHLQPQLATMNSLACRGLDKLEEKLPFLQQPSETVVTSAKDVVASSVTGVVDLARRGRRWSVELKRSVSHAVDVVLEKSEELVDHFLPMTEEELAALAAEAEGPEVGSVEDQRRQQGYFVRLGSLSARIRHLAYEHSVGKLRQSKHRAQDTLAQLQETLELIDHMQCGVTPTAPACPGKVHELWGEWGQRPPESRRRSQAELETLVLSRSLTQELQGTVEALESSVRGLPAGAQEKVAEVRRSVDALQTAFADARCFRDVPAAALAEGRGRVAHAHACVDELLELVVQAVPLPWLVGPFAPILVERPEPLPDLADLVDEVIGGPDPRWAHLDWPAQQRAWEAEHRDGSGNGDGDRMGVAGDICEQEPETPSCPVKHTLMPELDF
Target sequence (Q8WTS1 whole entry, looked up): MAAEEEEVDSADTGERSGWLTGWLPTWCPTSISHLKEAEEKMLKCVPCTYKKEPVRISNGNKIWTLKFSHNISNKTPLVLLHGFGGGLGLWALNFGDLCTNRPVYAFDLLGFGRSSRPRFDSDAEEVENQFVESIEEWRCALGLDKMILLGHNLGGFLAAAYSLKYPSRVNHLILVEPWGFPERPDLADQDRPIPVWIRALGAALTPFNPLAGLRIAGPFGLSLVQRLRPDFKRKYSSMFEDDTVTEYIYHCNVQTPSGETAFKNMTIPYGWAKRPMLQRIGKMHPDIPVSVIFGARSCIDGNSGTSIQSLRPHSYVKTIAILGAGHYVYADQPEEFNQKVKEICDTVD
MC4R antag cAMP = MC4R antagonists of cAMP signaling, primary screen, cell-based, TR-FRET, antagonist arm of biased-ligand search. Melanocortin receptor 4 (Homo sapiens), P32245. AID 540295, 2011. MC4R-expressing cells, MTII-stimulated cAMP, LANCE TR-FRET. 0.48% of 360,000 active. inhibition, % at 6.5 µM;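 active = inhibition above its plate's cutoff, the mean of tested wells on that plate plus 3 SD, cut at about 29% in these data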;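 also: 0% = Melanotan II alone and 100% = Melanotan II plus saturating MCL0020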
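System – human MC4R-expressing U2OS cells · Also added – Melanotan II · Dosing – one concentration, 6.5 µM nominal · Timing – 30-min compound, 1-h challenge, 1-h detection, room temperature · Measured by – Eu-cAMP/anti-cAMP TR-FRET, emission 671 nm · Replicates – singlicate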
CaV13 ICDI inh = Primary screen for inhibitors of IQ motif and Ca2+-dependent inactivation inhibitor domain binding in CACNA1D, Förster resonance energy transfer in living cells, …; HEK cells, CFP/YFP FRET ICDI-IQ, plate reader, 10 min; percent FRET-ratio fall versus neutral wells; inhibition, % at 12.3 µM; 0.098% of 340,000 active;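 active = mean replicate inhibition of at least 30% and at least 1% of replicates passing that level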;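 also: 0% = median of the neutral control wells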
MC4R barr agon = MC4R agonists recruiting beta-arrestin, primary screen, cell-based, luminescence, agonist arm of biased-ligand search; Melanocortin receptor 4 (Homo sapiens), P32245; U2OS MC4R beta-arrestin complementation; percent of melanotan II response, DMSO zero; activation, % at 8.9 µM; 0.98% of 360,000 active; AID 540308, 2011;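 active = activation above a per-plate cutoff, the mean activation of sample wells on that plate plus 3 SD, cut at about 8% in these data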
Granule exo inh = LAMP-1 surface exposure blockers, TALL-104 cells – cell-based, flow cytometry, MLPCN library, primary screen; TALL-104 LAMP-1 surface exposure; cells stimulated with thapsigargin and PMA; inhibition, % at 10 µM; 0.66% of 360,000 active;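 active = inhibition above about 55%, limit read from the data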
HTR2A ag = mouse Htr2a agonists via beta-arrestin recruitment, primary screen, cell-based, luminescence; 5-hydroxytryptamine receptor 2A (Mus musculus), P35363; activation, % at 7.6 µM; 0.66% of 360,000 active; CHO-K1 mHTR2A beta-arrestin complementation; percent of 30 µM serotonin response;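 active = activation above a run cutoff, the mean activation of all tested compounds plus 3 SD, cut at about 14% in these data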;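 also: 0% = plate median of compound wells and 100% = 30 µM serotonin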
An asterisk follows results filed as active; i = inactive; . = no result given.

structure,Glyco luc inh,PDI inh,H9c2 protect,ABCB6 inh 2,ABHD5-PLIN5 inh,MC4R antag cAMP,CaV13 ICDI inh,MC4R barr agon,Granule exo inh,HTR2A ag
CCn1cc(Br)c(C(=O)Nc2cccc(Cl)c2)n1,-0.8,2.5,-2.6,82.0,-1.7,0.8,.,-0.5,-2.2,-4.4
CCN(CCNC(=O)CS(=O)(=O)Cc1nc(-c2cccc(OC)c2)oc1C)c1ccccc1,0.2,-5.1,1.0,101.0,-7.2,-0.1,-5.8,1.8,-1.4,1.5
O=C(NC(=S)Nc1cccnc1Cl)c1ccco1,1.9,5.7,-11.6,113.0,0.3,0.0,-2.4,-2.2,-2.4,1.9
COc1ccc(C[C@H]2CN3C(=NC[C@@H]3Cc3ccc(O)cc3)N2C[C@H](C)NC(=O)c2ccc(C)c(Br)c2)cc1,-5.6,26.9,-8.7,99.0,18.7,11.2,.,4.3,28.6,-13.2
Cn1c(SCC(=O)Nc2cccc(F)c2)nnc1-c1cccnc1,1.7,.,-3.3,104.0,-2.0,9.3,-1.6,-0.7,5.1,0.2
CCCCN1CC[C@H]2C=CC[C@@H](C(=O)Nc3nccs3)[C@H]2C1=O,-0.5,2.9,6.3,101.0,0.5,8.5,-5.8,-0.1,-1.2,0.9
O=C(CNS(=O)(=O)c1ccccc1)N1CCN(Cc2ccccc2)CC1,-1.0,0.4,-0.3,94.0,-1.8,3.7,-6.1,-1.2,-8.7,-2.9
NCCCC[C@H](N)c1nnc([C@H](CCC(=O)O)NC(=O)C2CCNCC2)o1,0.5,-1.6,0.8,102.0,-0.1,4.1,-9.8,1.1,-1.0,11.0
O=C(C1COc2ccccc2O1)N1CCN(c2ccccc2O)CC1 (centres undefined),-1.4,12.4,0.3,92.0,-3.4,-14.1,-6.0,-0.4,13.6,-0.9
COc1ccc(CC(=O)OCC(=O)NC(=O)NC2CCCCC2)cc1,1.0,-9.4,-5.6,149.0,-0.2,0.1,-6.7,0.1,-0.7,5.1
Cc1ccccc1NC(=O)c1ccc(C)c(S(=O)(=O)NCc2cccnc2)c1,-0.2,11.0,2.0,97.0,-5.9,6.3,-5.5,-0.3,-1.4,0.8
CC(=O)Nc1ccc(S(=O)(=O)O)c(OC(C)=O)c1,1.5,4.7,3.6,100.0,6.1,5.8,-5.4,-1.8,21.1,1.5
Cn1c(=O)c(-c2cc(Br)ccc2N)nc2ccccc21,-0.1,6.2,-11.5,109.0,-4.5,15.3,-4.6,-0.5,-2.6,-4.8
CC(C)Cc1cc(C(=O)N2N=C(C(F)F)CC2(O)C(F)F)c2ccccc2n1 (centres undefined),1.6,-4.8,-1.1,90.0,-8.9,1.4,-4.0,-0.2,0.6,-2.5
COC(=O)C1CCN(c2ccc(C(N)=O)cc2[N+](=O)[O-])CC1,1.5,-8.8,-3.7,99.0,3.7,6.7,-3.2,-1.5,-2.9,2.3
O=C(Nc1cccc(F)c1)Nc1nnc([C@@H]2C[C@H](O)[C@@H](CO)O2)s1,0.4,0.9,-7.1,94.0,3.4,4.7,-5.3,1.3,6.2,-0.6
C=CCN1C(=O)c2ccc(C(=O)N(C)CC(=O)Nc3ccccc3Br)cc2C1=O,-0.8,3.6,-0.4,97.0,1.8,-1.7,-6.2,-2.9,4.3,4.2
N#CCc1c(C#N)c(N)nc(N2CCOCC2)c1C#N,2.0,-0.5,-1.7,100.0,22.4*,7.5,-5.5,0.5,-14.1,-3.9
N/C(=N/OC(=O)c1ccc(Cl)cc1)c1ncc([N+](=O)[O-])s1,3.1,3.5,-1.8,106.0,4.7,-3.5,-1.8,-1.2,10.1,6.3
O=C(Nc1ccc2c(c1)C(=O)N(C1CCCCC1)C2=O)C1CCCO1 (centres undefined),-2.2,10.7,3.1,i,8.6,6.3,.,-0.8,-3.6,1.0
COc1ccc(C2C=C(C)Nc3nc(SC)nn32)cc1 (centres undefined),2.2,-9.5,19.3,103.0,4.1,-6.4,-4.9,-1.6,3.7,-3.9
CCc1c(C)c(C#N)c2nc3ccccc3n2c1Nc1c(C)n(C)n(-c2ccccc2)c1=O,-0.9,11.2,-1.3,98.0,-5.0,8.8,-4.6,-2.0,63.9*,1.8
CCc1cc2c(SCC(=O)C(C#N)=C3N(C)c4ccccc4N3C)ncnc2s1,-1.0,3.1,-8.1,92.0,5.7,3.6,.,-0.8,-1.4,4.1
O=C(c1ccc([N+](=O)[O-])cc1)N(C1=NCCCCS1)c1ccccc1,1.0,2.1,1.9,103.0,-5.1,1.0,-4.2,0.2,-0.6,3.8

Entries of single compounds from above:
N#CCc1c(C#N)c(N)nc(N2CCOCC2)c1C#N is listed with Glyco luc inh = 2.0; PDI inh = -0.5; H9c2 protect = -1.7; ABCB6 inh 2 = 100.0; ABHD5-PLIN5 inh = 22.4*; MC4R antag cAMP = 7.5; CaV13 ICDI inh = -5.5; MC4R barr agon = 0.5; Granule exo inh = -14.1; HTR2A ag = -3.9
N/C(=N/OC(=O)c1ccc(Cl)cc1)c1ncc([N+](=O)[O-])s1 is listed with Glyco luc inh = 3.1; PDI inh = 3.5; H9c2 protect = -1.8; ABCB6 inh 2 = 106.0; ABHD5-PLIN5 inh = 4.7; MC4R antag cAMP = -3.5; CaV13 ICDI inh = -1.8; MC4R barr agon = -1.2; Granule exo inh = 10.1; HTR2A ag = 6.3

Later entries
| Compound | Glyco luc inh | PDI inh | H9c2 protect | ABCB6 inh 2 | ABHD5-PLIN5 inh | MC4R antag cAMP | CaV13 ICDI inh | MC4R barr agon | Granule exo inh | HTR2A ag |
| --- | --- | --- | --- | --- | --- | --- | --- | --- | --- | --- |
| Cc1nn(-c2ccc([N+](=O)[O-])cc2)c(N)c1-c1ccccc1 | -7.6 | -4.4 | -9.4 | 98.0 | -1.4 | -10.8 | 2.0 | -0.4 | 1.9 | -5.2 |
| O=C(Nc1ccc(S(=O)(=O)N2CCCCC2)cc1)C1CC(=O)N(c2ccccc2)C1 (centres undefined) | 2.2 | -7.9 | 0.2 | 96.0 | -1.7 | -0.1 | -3.5 | -1.1 | -1.6 | 6.1 |
| O=C(Nc1ccc(NC(=O)C2CC2)cn1)c1ccccc1 | -14.3 | -3.4 | -14.2 | 101.0 | 2.6 | 8.7 | -2.3 | 0.4 | -5.6 | 0.2 |
| O=C(Nc1ncccn1)c1cccc(Cl)c1 | 0.2 | 12.4 | -0.1 | 99.0 | 4.5 | 24.9 | -2.3 | 0.6 | 2.2 | 10.1 |
| CCOC(=O)C(=CNc1cccc(C)c1C)C(=O)OCC | 2.1 | 5.5 | 3.7 | 92.0 | -6.5 | 3.4 | -7.1 | 0.0 | -0.6 | -3.8 |
| COc1ccc(C(=O)COC(=O)C(CCSC)NS(=O)(=O)c2ccc(Cl)cc2)cc1 (centres undefined) | -1.5 | 8.8 | -10.5 | 99.0 | 4.0 | 11.7 | -6.9 | 1.0 | 6.6 | 5.2 |
| CC(C)(C)OC(=O)N1CCOCCOCCN(C(=O)OC(C)(C)C)CCOCCOCC1 | 0.4 | -0.5 | 4.3 | 93.0 | -3.8 | -8.8 | -5.6 | 1.2 | -1.1 | -0.2 |
| CCOc1ccccc1C(=O)N1CCCCC1C (centres undefined) | 1.9 | -5.3 | 2.9 | 97.0 | 2.0 | 0.0 | -3.5 | -2.0 | -2.8 | 0.6 |
| COc1ccc(S(=O)(=O)Nc2ccccc2C(=O)NC(C)C)cc1OC | 1.3 | 4.6 | 2.1 | 100.0 | -0.8 | 14.4 | . | -0.5 | -1.3 | -8.7 |
| COc1ccccc1NC(=O)c1ccccc1S(=O)(=O)c1ccccc1[N+](=O)[O-] | 0.3 | 4.8 | 11.2 | 100.0 | 8.3 | -7.3 | -16.2 | 3.3 | -3.2 | -0.8 |
| O=C(Nc1cc(Cl)ccc1F)C1=COCCO1 | 1.6 | 12.6 | -1.9 | 95.0 | -3.5 | -1.4 | -16.2 | -2.8 | -3.7 | -1.3 |
| CCOC(=O)C1(Cc2cccc(Cl)c2)CCCN(C(=O)c2cc(C)on2)C1 (centres undefined) | -0.8 | 2.6 | 0.1 | 104.0 | -8.4 | 2.9 | . | -4.2 | 1.4 | 4.6 |
| COc1ccc(CNCCCNCc2ccc(OC)c(OC)c2)cc1OC | 0.7 | 13.2 | 9.0 | 95.0 | -4.4 | 5.1 | -5.2 | -1.4 | 0.7 | 1.9 |
| Cn1cc(-c2nnnn2-c2ccc(Cl)cc2)c(C(F)(F)F)n1 | 2.1 | 6.1 | -4.8 | 92.0 | 5.0 | 2.9 | . | -3.1 | -1.4 | 1.8 |
| Cc1cc(=O)n2[nH]c(C)c(-c3ccccc3)c2n1 | -2.9 | -0.5 | 0.0 | 95.0 | 3.8 | 7.0 | -3.9 | -0.8 | 5.2 | -0.5 |
| Cc1ccc(NC(=O)CCC(=O)OCC(=O)c2ccc(Oc3ccc([N+](=O)[O-])cc3)cc2)c(C)c1 | -1.5 | -8.9 | -1.4 | 101.0 | 11.3 | 0.4 | -3.4 | 1.8 | 1.4 | -2.1 |
| CCN(CC)C(=O)c1cccc(-c2csc(C(NC(C)=O)c3cccc(OC)c3)n2)c1 (centres undefined) | 0.6 | -5.2 | -0.7 | 98.0 | 0.7 | -0.6 | -7.5 | -1.1 | -1.9 | 4.4 |
| Cc1ccc(OC(=O)c2c(C)nn(-c3ccccc3)c2C)cc1 | -2.1 | -2.1 | 1.8 | 101.0 | -14.4 | 19.7 | -4.0 | 2.1 | -0.3 | -3.7 |
| Cc1ccc(NC(=O)COC(=O)C2CC(=O)N(Cc3ccccc3)C2)cc1S(=O)(=O)N(C)C (centres undefined) | 2.8 | -7.3 | -1.2 | 93.0 | -0.7 | 11.5 | -3.3 | -3.2 | 0.0 | 0.9 |
| CCOC(=O)[C@]12CCC=C1N(Cc1cccc3ccccc13)C(=O)[C@H](CC(=O)N1CCN(C(=O)C3CC3)CC1)C2 | . | . | . | 91.0 | 7.6 | . | -2.1 | . | -2.5 | -1.2 |

No enrichment for hits; about 4.2% have a hit in one of these screens.
